Bioassay records as filed in PubChem BioAssay.
Pf apPOL block = Pf-apPOL DNA polymerase inhibition; Recombinant Pf-apPOL, molecular beacon fluorescence, 1.5 h; inhibition, % at 10 µM; hit rate 0.25% among 210,000; AID 1794808
mHTT-CaM PPI inh = disrupts binding of mutant huntingtin to calmodulin; AlphaScreen His-mHTT/GST-CaM binding, luminescence; inhibition, % at 15 µM; hit rate 3.6% among 190,000; AID 1671202;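 note: 0% = both proteins with DMSO and 100% = one protein alone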
Starred values were filed as active, the others as inactive; i = inactive; . = not tested or not shown; & = joins results of further samples. Cut-off read from the data, not from the text of the source: active = inhibition above about 50%; inactive = the rest.

Preview (five entries):
Sequence of screens: Pf apPOL block	mHTT-CaM PPI inh
> N/C(=N\OC(=O)c1ccccc1F)c1ccccn1
→ 11.7	i
> CC(=O)N1CCN(C(=O)c2cc3sccc3n2Cc2ccc(F)cc2)CC1
→ -1.8	30.0
> O=C(NN1CCOCC1)c1cccs1
→ -2.1	1.5
> COc1ccc(CN2C(=O)CC(C(=O)O)SC2=Nc2ccc(Cl)cc2)cc1 (centres undefined)
→ 51.7*	4.0
> CCCc1c(C)nc2c(Cl)cccc2c1SC(=N)N
→ -2.3	36.1

This part in full, from the start:
Sequence of screens: Pf apPOL block	mHTT-CaM PPI inh
> N/C(=N\OC(=O)c1ccccc1F)c1ccccn1
→ 11.7	i
> CC(=O)N1CCN(C(=O)c2cc3sccc3n2Cc2ccc(F)cc2)CC1
→ -1.8	30.0
> O=C(NN1CCOCC1)c1cccs1
→ -2.1	1.5
> COc1ccc(CN2C(=O)CC(C(=O)O)SC2=Nc2ccc(Cl)cc2)cc1 (centres undefined)
→ 51.7*	4.0
> CCCc1c(C)nc2c(Cl)cccc2c1SC(=N)N
→ -2.3	36.1
> Cc1c(O)ccc2c(CN3CCC(C)CC3)cc(=O)oc12
→ -6.2	-1.5
> CN(C(=O)C1c2ccccc2C(=O)N2CCc3ccccc3C12)C1CCCCC1 (centres undefined)
→ -4.1	4.0
> O=C1c2ccccc2C(=O)c2c(Sc3cccc4c3C(=O)c3ccccc3C4=O)cccc21
→ 8.4	.
> CC1(C)CCCC(C)(C)N1CC(O)COCC1CC2CCC1C2 (centres undefined)
→ -5.9	-1.9
> COc1ccc(/C=C2/SC(N3CCN(C)CC3)=NC2=O)c(OC)c1
→ 2.7	7.0
> O=[N+]([O-])c1cccc(N2COc3ccc(Cl)cc3C2)c1
→ 0.7	54.0*
> O=C(CCCCCC(=O)N/N=C1\CC2CC=CC12)N/N=C1\CC2CC=CC12 (centres undefined)
→ .	i
> Cc1nn(-c2ccccc2)c(C)c1Sc1ccccc1
→ -5.2	-91.0
> CCN(CC)c1ccc2cc(C(=O)Nc3c(F)cccc3F)c(=O)oc2c1
→ -0.2	-8.0
> COc1ccc(OC)c(C(=O)Nc2nnc(Cc3ccc(Cl)s3)o2)c1
→ 2.8	-4.3
> COc1ccc(Cl)cc1C(=O)NCCn1c(C)cc2ccccc21
→ 2.8	39.0
> COc1ccccc1CNC(=O)c1cnn2c(C)c(Cc3ccc(Cl)cc3)c(C)nc12
→ -11.5	13.0
> CCOCCCNC(=O)C1(C)CCC(=O)N1Cc1cccc(F)c1 (centres undefined)
→ 1.0	-3.1
> COc1ccc(N2CCN(C(=O)C3CCc4nc(N5CCCC5)ncc4C3)CC2)cc1 (centres undefined)
→ 1.1	18.5
> CCOc1ccc(N(CC(=O)Nc2cccc(SC)c2)S(C)(=O)=O)cc1
→ 5.3	-5.9
> COCCCNC(=O)c1c[nH]c2ccc(S(=O)(=O)N3CC(C)CC(C)C3)cc2c1=O (centres undefined)
→ -7.5	12.0
> COc1ccc(OC)c(NC2C=CS(=O)(=O)C2)c1 (centres undefined)
→ -3.7	11.4
> COc1ccccc1CNC(=O)C1c2ccccc2CCN1C(=O)C1CC1 (centres undefined)
→ -1.8	-0.8
> O=C(Nc1ccc(Cl)cc1)Nc1ccc(N2CCOCC2)cc1
→ -0.8	-2.4
> CC12CC(NC(=O)N1c1ccc(F)cc1)c1cc(Cl)ccc1O2 (centres undefined)
→ -8.4	-1.0
> O=C(COc1ccc(Br)cc1)N1CCCCCC1
→ -3.4	-2.1
> CCCCCC(=O)N1C[C@H](O)[C@@H](n2cc(C3CC3)nn2)C[C@@H]1c1ccc(OC)cc1
→ -3.5	10.8
> CCCCNC(=O)c1cnn2c(-c3ccc(C)c(C)c3)ccnc12
→ -2.9	-33.1
> COc1ccc(CCNC(=O)NCC2CN(c3ccc(Cl)c(Cl)c3)C(=O)O2)cc1 (centres undefined)
→ -8.5	-1.3
> O=C(CN1N=C(c2ccc(Cl)cc2)CCC1=O)NCc1ccccn1
→ -14.7	8.0
> COc1ccc(C=Nc2ccc(OCC(O)CN3C(C)CCCC3C)cc2)cc1OC (centres undefined)
→ -64.9	7.0
> CC(CCO)Nc1nc2c(c(=O)n(C)c(=O)n2C)n1Cc1ccccc1F (centres undefined)
→ -0.6	3.0
> Cc1cccc(Cc2c(C)nc(C)nc2N2CCN(C(=O)c3ccc(F)cc3)CC2)c1
→ 2.5	36.0
> CCOc1ccc(CCNC(=O)C2=C(C)C(=O)OC23CCC(C)CC3)cc1 (centres undefined)
→ -3.6	7.5
> COc1cccc(-c2n[nH]c(=O)[nH]2)c1
→ -4.2	-7.0
> CCSc1ccc(-c2cccc(NC(=O)COC)c2)nn1
→ -1.7	4.7
> COc1ccc(C(=O)Nc2c3c(nn2-c2ccccc2C)CSC3)cc1OC
→ -8.5	27.0
> O=C(C1CCN(c2nc3ccc(-c4ccsc4)nc3s2)CC1)N1CCCCC1
→ -1.1	0.3
> CC(=O)COc1ccc2c(c1)OC(=Cc1ccc3c(c1)OCO3)C2=O
→ -0.8	12.8
> O=C(Cc1ccccc1F)N1CCc2[nH]cnc2C1c1ccccc1 (centres undefined)
→ -4.9	7.3
> O=C(O)C1C2C=CC(C2)C1C(=O)Nc1ccc(Br)cc1 (centres undefined)
→ -6.9	-3.2
> COc1ccc(C2/C=C\CN(C(=O)C3CC3)[C@@H](Cc3ccccc3)C(=O)N2Cc2ccc(F)cc2)cc1 (some centres undefined)
→ -0.9	91.2*
> Cn1c(/C(C#N)=C/c2cccc([N+](=O)[O-])c2O)nc2ccccc21
→ 1.1	3.3
> Cc1ccc(NC(=O)N2CCCC(OCc3cc(F)ccc3F)C2)cc1 (centres undefined)
→ -1.3	-12.8
> Cc1cccc(C2=NN(c3ccc(Br)cc3)[C@@H](C(=O)N3CCOC3=O)[C@@H]2C)c1
→ 8.9	2.6
> O=C(NCc1ccc(Cl)cc1)c1noc2c1CCCCC2
→ -5.3	-23.0
> CC(=O)Nc1sc2c(c1C#N)CCc1ccccc1-2
→ -2.5&1.1	.
> O=C1OC(c2ccccc2F)=N/C1=C/c1ccc([N+](=O)[O-])cc1
→ -2.5	7.0
> COc1ccc(CNc2nc(-c3cccs3)c(C#N)c(=O)n2C)cc1
→ -1.4	.
> CC(C)n1cc(C2=CCN(C(=O)NC3CCCCC3)CC2)c2cccnc21
→ -7.0	15.8
> CNC(=O)Nc1ccccc1C(=O)NCc1ccccc1
→ -6.3	3.9
> CC(C)NCC(O)COc1ccccc1C(C)C (centres undefined)
→ -0.1	-5.0
> O=C1c2ccccc2C(=O)C1[N+](=O)[O-]
→ 0.2	3.9
> CCOc1ccc(N2C(=O)CC(N3CCN(C4CCc5ccccc5C4)CC3)C2=O)cc1 (centres undefined)
→ -6.8	4.9
> CN(C)CCNc1nc(-c2ccncc2)nc2c1CCC2
→ 2.1	0.4
> O=c1c2ccccc2ncn1-c1ccc(F)c(Cl)c1
→ 1.8	-6.6
> Cc1cc(F)ccc1NC(=O)Cn1cccc1-c1nnc(-c2ccccc2)o1
→ -2.2	-1.5
> Cc1cccc(NC(=O)N2CCc3c(C(=O)N4CCN(C)CC4)cccc32)c1
→ -0.3	-0.1
> O=C(CCSc1ccccc1)N1CCN(CC(F)(F)F)CC1
→ -5.2	2.7
> O=C(NCc1cccc(F)c1)N1CCC(CCOc2cccnc2)CC1
→ -3.7	2.0

Following part:
Sequence of screens: Pf apPOL block	mHTT-CaM PPI inh
> CCCCN1C(=O)C(C)(C(=O)N2CCOCC2)Oc2cccnc21 (centres undefined)
→ -7.0	-6.6
> O=c1oc(-c2ccccc2Cl)nc2ccc(Br)cc12
→ 0.4	0.0
> O=C(Cc1cccnc1)N1CCCC(c2nc(-c3ccccc3)n[nH]2)C1 (centres undefined)
→ -4.0	-0.1
> CNc1nccc(N2CCC(CC(=O)NCc3ccc(C)cc3)CC2)n1
→ -0.7	6.1
> CCC(Sc1nc2ccccc2s1)C(=O)O (centres undefined)
→ -6.6	-1.0
> CCN(C)C(=O)C1CN(C(=O)c2ccc(Cl)cc2)CC1c1ccc(C)cc1 (centres undefined)
→ -0.3	15.8
> COc1cc(OC)c2c(c1)C(=O)OC2OC (centres undefined)
→ -4.0&-7.3	.
> COc1ccc(OC)c(/C=C2/N=C(c3ccccc3OC)OC2=O)c1
→ -1.9	6.0
> CCc1ccccc1N=Cc1c(O)[nH]c2ccccc12
→ -0.1	28.0
> Cc1ccc(CNc2cc(-n3nc(C)cc3C)ncn2)cc1
→ -7.1	4.6
> CCc1ccc(NC(=O)N2CCCC(c3cccc(C(=O)NCCOC)c3)C2)cc1 (centres undefined)
→ -4.1	1.3
> CC(=O)N1CCN(c2nc3c(s2)CC(C(=O)N2CCC(C)CC2)CC3)CC1 (centres undefined)
→ 1.5	10.1
> O=C(O)c1cncc(C#CCC2CCCCC2)c1
→ 9.6	.
> CSCCC(=O)Nc1nc2ccccc2s1
→ -2.4	5.4
> COc1ccc(CCS(=O)(=O)NCC(O)c2cccs2)cc1 (centres undefined)
→ -1.8	-10.1
> CC(C)c1ccc(OCC(O)CN2CCN(c3ccc(F)cc3)CC2)cc1 (centres undefined)
→ -3.9	38.8
> CC(=O)c1ccc(N2CCN(C/C=C/c3ccccc3)CC2)cc1
→ 2.1	20.6
> COC(=O)CNC(=O)N1CCCC1c1cccc(C)c1 (centres undefined)
→ -2.9	-5.0
> COc1ccc(S(=O)(=O)N2CC(C)N(S(=O)(=O)c3ccc(OC)cc3)CC2C)cc1 (centres undefined)
→ -9.1	0.0
> CC(C)c1ccc(S(=O)(=O)N2CCN(Cc3noc4ccccc34)CC2)cc1
→ 0.1	-7.8
> CC1CCCC(C)N1CC(O)COc1ccc(N=Cc2ccccc2O)cc1 (centres undefined)
→ -1.4	0.0
> CCOC(=O)CNC(=O)N1CCc2cn(C)c3cccc(c23)C1
→ -3.1	0.4
> Cc1ccc(S(=O)(=O)N2CCC(c3noc(-c4ccc(Cl)cc4)n3)CC2)cc1C
→ -9.8	-4.0
> O=C(CCCOc1ccccc1)Nc1ccc(F)cc1F
→ -89.9	-15.5
> COc1ccc(CC(=O)NC2CCN(c3nnc4ccc(C(F)(F)F)cn34)CC2)cc1
→ -2.4	3.8
> Cc1ccc(SCc2[nH]n(-c3nc4ccccc4s3)c(=O)c2C=NCc2ccco2)cc1
→ -6.7	8.0
> CCN(CC)C(=NS(=O)(=O)c1ccc(Cl)cc1)c1ccccc1
→ 0.0	0.0
> COc1ccc(/C=C2/N=C(c3ccc(C(C)(C)C)cc3)OC2=O)c(OC)c1OC
→ -0.6	-2.0
> Cc1cc(C)cc(C(=O)N2CCC(c3nc4ccncc4n3C)C2)c1 (centres undefined)
→ -4.0	7.1
> CCOC(=O)c1ccc(NC(=O)C2CC(=O)N(c3ccc(Cl)cc3)C2)cc1 (centres undefined)
→ -5.5	-17.8
> Cc1ccc(-c2nnc(N3CCC(C(=O)NC(C)c4ccc(F)cc4)CC3)o2)cc1 (centres undefined)
→ -2.4	28.1
> CCCCC(=O)Nc1ncc2c(n1)CC(C)(C)CC2=O
→ -3.2	-6.6
> CCCN(CCC)C(=O)CN1C(=O)NC2(CCC(C)CC2)C1=O (centres undefined)
→ 0.1	-0.3
> CCSc1nnc(NC(=O)CN2CCN(Cc3nc4ccccc4n3C)CC2)s1
→ -5.1	-7.1
> COc1ccc(-n2c(SCC(=O)Nc3ccc(C)c(C)c3)nc3[nH]ncc3c2=O)cc1
→ -3.3	17.0
> COC(=O)c1cc(OC)c(OC)c(OC)c1NC(=O)c1cc2ccccc2oc1=O
→ -1.0	.
> CC1CCN(C(=O)c2ccc3c(c2)n(C)c(=O)c2ccnn23)CC1
→ -5.4	-6.9
> CC(=O)Nc1cccc(OCCCN2CCS(=O)(=O)CC2)c1
→ 2.3	.
> CC(C)c1noc(COC2CCCN(C(=O)c3cnccn3)C2)n1 (centres undefined)
→ -3.8	-5.8
> Cc1cc(=O)n2c(n1)SCOC2
→ -2.4	.
> CC1CCN(Cc2c(O)ccc3c2OC(=Cc2cccs2)C3=O)CC1
→ -17.2	19.0
> COc1ccc(C(=O)N2CCC3(CC2)CN(C)CC3c2noc(C3CC3)n2)c(C)c1 (centres undefined)
→ 1.3	6.7
> O=C(NCCOCc1ccccc1)c1cc(F)c(F)cc1Cl
→ 4.6	-4.0
> Cc1nc([N+](=O)[O-])cn1-c1cccc(O)c1
→ -2.3	-2.5
> COc1cccc(N2CCN(C(=O)C3(c4ccc(NC(C)=O)cc4)CCC3)CC2)c1
→ 2.8	18.6
> COc1ccc(C2Nc3ccccc3NC3=C2C(=O)CC(c2cccs2)C3)cc1 (centres undefined)
→ -8.9	27.0
> CC1=NN(c2cccc(C(=O)O)c2)C(=O)/C1=C/c1ccc(C)cc1
→ -14.1	10.0
> Cc1nnc(Sc2cc(C(=O)NCC3CCCO3)c3ccccc3n2)s1 (centres undefined)
→ -12.0	1.0
> COc1cccc2cc(-c3nc(N)sc3C)c(=O)oc12
→ 0.5	6.0
> Cc1cc(C)nc(NC(=O)c2ccc([N+](=O)[O-])c(C)c2)n1
→ -6.8	5.2
> COc1ccc(-c2csc(Nc3ccc(S(N)(=O)=O)cc3)n2)cc1
→ -4.2	52.1*
> Cc1ccc(-c2[nH]ncc2CN2CCC(C)(O)C(N3CCCC3)C2)cc1 (centres undefined)
→ -9.2	24.6
> Cc1cccc(N2C(=O)NC(=O)/C(=C\c3ccc(N4CCCC4)o3)C2=O)c1C
→ 9.7	11.0
> O=c1/c(=C/c2cc3c(cc2Cl)OCO3)sc2nc3ccccc3n12
→ -3.6	16.0
> N#Cc1cccc(S(=O)(=O)N2CCCC(c3nc(CNC(=O)C4CC4)cs3)C2)c1 (centres undefined)
→ -4.5	4.5
